Source: PubChem BioAssay
S1P4 antag = human S1P4 receptor antagonism | O95977 | S1P4-expressing cells, antagonist mode, reporter read-out | inhibition, % at 4.98 µM | 220,000 tested, 0.26% active | AID 1510; in the data active = inhibition above about 29%;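 also: 0% = wells stimulated with agonist and 100% = vehicle wells without agonist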
Target sequence (O95977 whole entry, looked up): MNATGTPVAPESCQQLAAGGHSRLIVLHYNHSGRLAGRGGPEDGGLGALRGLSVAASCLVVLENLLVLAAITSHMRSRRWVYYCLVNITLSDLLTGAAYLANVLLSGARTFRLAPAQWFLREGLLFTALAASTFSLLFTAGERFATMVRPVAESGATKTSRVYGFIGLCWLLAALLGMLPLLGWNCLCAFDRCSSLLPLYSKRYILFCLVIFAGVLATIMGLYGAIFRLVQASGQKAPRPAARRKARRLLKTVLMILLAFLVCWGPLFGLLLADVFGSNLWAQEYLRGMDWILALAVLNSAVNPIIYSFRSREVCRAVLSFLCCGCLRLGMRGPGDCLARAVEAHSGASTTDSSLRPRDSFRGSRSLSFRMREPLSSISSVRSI
RBBP9 inhibitor = human RBBP9 hydrolase inhibition | O75884 | recombinant RBBP9, FP-Rh probe fluorescence polarization | inhibition, % at 7.94 µM | 220,000 tested, 0.2% active | AID 1515;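 active = inhibition above the campaign mean of all tested compounds plus 3 SD, cut at about 14% in these data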;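 also: plate controls were DMSO wells with RBBP9 for no effect and wells lacking RBBP9 protein for full effect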
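Material: RBBP9 protein. Amount: RBBP9 at 2.5 µM in dispensed solution, before mixing. Schedule: 30 min then 45 min, 25 °C. Medium: Tris buffer pH 8.0, NaCl, Pluronic. Measured by: fluorescence polarization. Measure: percent inhibition from mP, scaled between DMSO and no-protein wells. Replication: one well per compound.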
NPY-Y1 PAM-ag = potentiates or activates human NPY-Y1 receptor | P25929 | NPY-Y1 expressing cells, potentiator/agonist activation | activation, % at 3.6 µM | 220,000 tested, 0.37% active; in the data active = activation above about 33%, passing the limit was not always enough;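 also: cells stimulated with NPY at EC10 then isoproterenol at EC100; 0% = low agonist plus stimulus and 100% = saturating agonist plus stimulus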
Ba/F3 V617F tox = reduce viability of Ba/F3 cells dependent on JAK2V617F | Ba/F3 EpoR-JAK2V617F viability, ATP luminescence | AID 1446 | inhibition, % at 5.6 µM | 220,000 tested, 1.1% active;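 active = inhibition above the campaign mean plus 3 SD over all tested compounds, cut at about 24% in these data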;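 also: cytokine-independent growth of Ba/F3 cells driven by EpoR plus mutant JAK2; 0% = DMSO-treated cells and 100% = JAK inhibitor I control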
BaF3 parental = parental Ba/F3 viability inhibition as JAK2V617F counter-screen | 220,000 tested, 1.1% active | CellTiter-Glo ATP luminescence | inhibition, % at 5.6 µM;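 active = inhibition above a per-campaign cutoff, the mean inhibition of all tested compounds plus 3 SD, cut at about 27% in these data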;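 also: 0% = DMSO wells and 100% = JAK Inhibitor I control wells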
NPY-Y2 PAM-ag = potentiates or activates human NPY-Y2 receptor; P49146; cells expressing NPY-Y2, potentiator/agonist read-out; activation, % at 3.6 µM; 220,000 tested, 0.45% active; AID 1359; in the data active = activation above about 27%;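 also: cells stimulated with NPY near EC25 plus isoproterenol at EC100; 0% = vehicle plus submaximal agonist and 100% = vehicle plus saturating agonist; some results beyond the cut were filed as inactive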
NPY-Y1 antag = NPY-Y1 (human) receptor antagonism; P25929; HEK293-CNG Y1 cells, membrane potential fluorescence; NPY at EC95, then isoproterenol; inhibition, % at 3.6 µM; 200,000 tested, 1% active;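 active = inhibition above the campaign mean inhibition of all tested compounds plus 3 SD, cut at about 20% in these data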;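 also: 0% = DMSO wells given NPY plus isoproterenol and 100% = isoproterenol alone without NPY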
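System: HEK293 cells with Y1 receptor plus CNG channel / Probe or stimulus: NPY 25 nM then isoproterenol 1 µM plus Ro 20-1724 25 µM / Compound: one concentration, 3.6 µM, in 0.4% DMSO / Schedule: compound incubation 1 h at room temperature, readout 45 min post-stimulation / Measured by: membrane potential fluorescence / Read-out: % inhibition of NPY effect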
S1P4 ag = human S1P4 receptor agonism | O95977 | S1P4-expressing cell line, agonist reporter assay | activation, % at 4.98 µM | 220,000 tested, 0.35% active; in the data active = activation above about 11%;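 also: 0% = DMSO vehicle and 100% = reference agonist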
Runt-CBFb FRET = blocks binding of human RUNX1 Runt domain to CBFb; Q01196+Q13951; Cerulean-Runt/Venus-CBFb FRET ratio 530/480, 1 h; inhibition, % at 20 µM; 220,000 tested, 0.46% active; AID 1496;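 active = inhibition over about 50% at 20 µM in the single-dose screen, limit read from the data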;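 also: 0% = DMSO wells and 100% = excess unlabeled CBFb competitor control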
Target sequence (Q01196 whole entry, looked up, the tested form may be a part): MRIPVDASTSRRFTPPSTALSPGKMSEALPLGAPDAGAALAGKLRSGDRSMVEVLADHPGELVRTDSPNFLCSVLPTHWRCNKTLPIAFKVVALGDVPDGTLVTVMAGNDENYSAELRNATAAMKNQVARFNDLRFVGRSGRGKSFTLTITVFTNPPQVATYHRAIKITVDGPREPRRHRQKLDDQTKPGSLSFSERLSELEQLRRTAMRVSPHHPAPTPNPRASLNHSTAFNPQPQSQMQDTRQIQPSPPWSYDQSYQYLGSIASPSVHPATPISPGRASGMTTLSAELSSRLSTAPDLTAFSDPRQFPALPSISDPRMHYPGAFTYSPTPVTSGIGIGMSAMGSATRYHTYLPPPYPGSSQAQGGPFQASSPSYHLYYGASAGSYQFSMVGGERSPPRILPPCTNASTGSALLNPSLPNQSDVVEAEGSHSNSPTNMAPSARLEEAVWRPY
Target sequence (Q13951 whole entry, looked up, the tested form may be a part): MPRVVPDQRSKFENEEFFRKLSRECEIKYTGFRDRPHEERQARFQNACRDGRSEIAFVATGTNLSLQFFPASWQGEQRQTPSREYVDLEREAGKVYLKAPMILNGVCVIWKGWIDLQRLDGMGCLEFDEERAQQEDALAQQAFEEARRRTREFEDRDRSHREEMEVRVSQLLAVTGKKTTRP
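test system = Cerulean-Runt domain fusion protein, energy donor | probe or stimulus = Venus-CBFb binding partner, 100 nM | incubation = two 1 h room-temperature incubations shielded from light | detection = fluorescence energy transfer, 422 nm excitation, 530/480 nm emission | measure = loss of energy transfer signal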
The depositor's hits bear a star; nt = no result given. Compounds as they come; about 3.6% have a hit in one of these screens.

Values run as follows: NPY-Y1 PAM-ag	Ba/F3 V617F tox	RBBP9 inhibitor	S1P4 antag	S1P4 ag	NPY-Y1 antag	BaF3 parental	NPY-Y2 PAM-ag	Runt-CBFb FRET
1	O=C(Nc1ccc(F)cc1)c1ccc(-n2cncn2)c([N+](=O)[O-])c1
  -7	3	0	-7	2.0	4	0	-13	0
2	COc1ccc(C(=O)OC(C(=O)c2ccccc2)c2ccccc2)cc1 (centres undefined)
  32	-4	-7	-9	3.8	-3	3	10	-3
3	CNc1nc(-c2ccc([N+](=O)[O-])cc2)cs1
  18	-5	4	-10	-0.7	-4	2	14	-1
4	C[C@@H](C(=O)NCc1ccccn1)[C@@H]1C[C@@]1(C)[C@@H](NC(=O)OCc1ccccc1)c1ccccc1
  -15	-3	5	-6	1.3	-2	7	8	-5
5	COc1ccc(NC(C)=O)cc1S(=O)(=O)NC(Cc1ccccc1)C(=O)O (centres undefined)
  -10	5	1	12	-1.0	nt	5	5	0
6	O=C1CSC(=NC2CCCCC2)N1
  19	-2	-8	-7	2.6	-9	4	3	4
7	COc1ccc(C(C)(C)C)cc1NC(=S)NCCN1CCOCC1
  -15	-3	-2	-6	0.4	1	-1	5	1
8	CC1CCCCN1C(=O)Cn1cnc2cc([N+](=O)[O-])ccc2c1=O (centres undefined)
  -13	3	-7	-13	-1.9	1	8	10	-1
9	CC(C)(CO)N=C1NS(=O)(=O)c2cc([N+](=O)[O-])ccc21
  -29	-2	-9	-9	-0.2	-1	9	-12	-2
10	O=[N+]([O-])c1ccc(/C=N/NS(=O)(=O)c2ccc(Cl)cc2)o1
  -19	-1	-6	-20	0.9	6	6	5	1
11	CCCCN(C(=O)NC(=O)Nc1ccccc1OCC)S(C)(=O)=O
  -7	-3	-8	-3	1.4	-2	2	8	-1
12	Cc1nnc(CN(C)Cc2cn[nH]c2-c2ccc(-c3ccccc3)cc2)o1
  7	0	2	6	1.8	-3	4	-23	-1
13	Cc1ccc2c(c1)nnn2C1CCN(CC(=O)Nc2ccc(F)cc2)CC1
  5	-1	2	-3	1.4	nt	1	-8	-1
14	Cn1cc(C(=O)c2ccc(Cl)cc2Cl)cc1C(=O)N/N=C(\N)COc1ccc(Cl)cc1Cl
  29	0	-11	-1	1.2	-10	9	20	2
15	O=C(Nc1ccc(N2CCOCC2)cc1)C1CC(O)CN1S(=O)(=O)c1ccc(Cl)cc1 (centres undefined)
  3	-4	-4	-2	-0.2	-3	-2	0	0
16	CC(Sc1nncn1C)C(=O)Nc1nnc(-c2ccccc2)s1 (centres undefined)
  -5	2	2	6	-2.3	1	3	-18	0
17	CCOC(=O)c1c(CN2CCN(C)CC2)n(-c2ccccc2)c2cc(Br)c(O)cc12
  -16	-1	2	1	-0.2	nt	4	-23	10
18	CC(C)C(=O)Nc1ccc(C(=O)N/N=C/C2CC3C=CC2C3)cc1 (centres undefined)
  -14	3	-14	-24	1.2	-4	1	8	0
19	CCc1ccc2[nH]cc(C(=O)N3CCCCCC3)c(=O)c2c1
  -17	-3	6	1	-2.7	-4	3	10	-1
20	COc1ccc(OC)c(C(c2nnnn2Cc2ccccc2)N2CCN(C3CCCCC3)CC2)c1 (centres undefined)
  -19	3	-10	-13	-1.5	5	3	-11	0
21	COc1ccc(-n2ccnc2SCC(=O)NO)cc1
  -17	-3	5	-3	-1.6	0	0	-13	2
22	NC(=S)N/N=C/c1cn(CCC(=O)O)nc1-c1cccc(Br)c1
  2	-3	-5	16	-0.2	nt	3	23	4
23	CCCC(=O)NC(=S)c1c(C)n(C)n(-c2ccccc2)c1=O
  24	1	10	-15	0.7	-8	-1	6	3
24	c1ccn(-c2ncnc3sc4c(c23)CCCC4)c1
  16	-3	-1	0	0.6	11	4	5	-2
25	O=S(=O)(NCC1CCN(S(=O)(=O)c2ccccc2)CC1)c1ccccc1
  -7	-2	-7	1	-1.8	1	6	10	1
26	CCC1Oc2ccccc2N(CC(=O)NCCCN2CCN(Cc3ccccc3)CC2)C1=O (centres undefined)
  -13	2	-1	3	0.2	0	8	3	1
27	O=C(CCc1c[nH]c2ccccc12)NCc1ccco1
  11	-2	-4	1	-0.6	-4	9	-19	-3
28	CNCCOc1ccccc1C(C)(C)C
  0	-1	-2	-14	1.6	3	3	-8	0
29	CCCCn1c(=O)[nH]c(=O)c2c1nc(-c1ccc(CC)c([N+](=O)[O-])c1)n2C
  5	3	3	-2	0.3	0	6	-9	-1
30	CC(C)c1ccc(S(=O)(=O)/N=C2/C=CC(=O)c3ccccc32)cc1
  28	0	7	-17	-0.5	2	9	14	14
31	CSc1ccc(NC(=O)Nc2ccc(C(=O)NCC(=O)O)cc2)cc1
  -12	3	-6	3	-1.0	nt	1	-2	1
32	COCCNC(=S)N1CCc2cc(OC)c(OC)cc2C1COc1ccc(F)cc1 (centres undefined)
  8	1	-6	-15	1.4	0	7	18	2
33	CCOc1cc(C2C(C(=O)c3ccco3)=C(O)C(=O)N2CCc2ccccc2)ccc1O (centres undefined)
  -31	3	-9	3	1.6	39*	3	-24	0
34	N#Cc1c(SCC(N)=O)nc2c(c1-c1ccc(O)cc1)CCCC2
  -36	1	-12	-11	0.5	0	8	-7	0
35	c1ccc(Nc2nc(-c3ccccn3)cs2)cc1
  0	5	-5	-7	0.4	-10	6	0	2
36	Cc1ccc(C(=O)OCC(=O)Nc2ccc3c(c2)OCO3)cc1S(=O)(=O)N1CCOCC1
  -3	-4	-11	-15	0.7	7	2	-1	-2
37	CC1CC(C)CN(S(=O)(=O)c2ccc(Oc3ccc([N+](=O)[O-])cc3)cc2)C1 (centres undefined)
  -8	0	-3	-12	3.0	12	10	6	0
38	CCOC(=O)C(C(=O)OCC)C(CC(=O)C1CC1)c1ccccc1 (centres undefined)
  -26	-2	-11	-3	1.9	19	0	-8	1
39	CC(=O)Nc1nc2ccc(NC(=O)c3ccco3)cc2s1
  24	-1	5	0	-1.9	-1	5	10	4
40	O=C(OCc1ccccc1)c1cn(-c2ccccc2)nc1-c1ccncc1
  -22	0	-5	-4	-0.1	9	6	-9	-4
41	CC(C)C(=O)N1c2ccccc2NC2=C(C(=O)CCC2)C1c1ccc(N(C)C)cc1 (centres undefined)
  -3	2	-5	-2	0.7	2	2	6	-2
42	Cc1ccc(OCC(=O)Nc2cc(S(=O)(=O)N3CCCCC3)ccc2C)c([N+](=O)[O-])n1
  -1	-3	-2	-8	-3.1	-4	-3	2	-4
43	CN(C(=O)CCc1nnc(CCCCc2ccccc2)o1)C1CC(C)(C)NC(C)(C)C1
  2	4	0	-10	0.9	3	5	-7	1
44	COc1cc(CN2CC(=O)N(c3ccc(C)c(C)c3)C2=S)cc(OC)c1OC
  -26	-6	-3	0	-1.7	0	-1	6	-3
45	Cc1cccc(NC(=O)CSc2nnc([C@@H]3CCCN3C(=O)OC(C)(C)C)o2)c1C
  -5	7	-2	-11	-1.0	1	3	0	-1
46	O=C(CCN1C(=O)/C(=C/C=C/c2ccccc2)SC1=S)Nc1cccnc1
  -26	0	-7	-4	-0.9	-2	5	-5	-7
47	COC(=O)CSc1nc(N)c2c3c(sc2n1)C(c1ccccc1)SC(c1ccccc1)C3 (centres undefined)
  81*	-3	4	-27	-0.3	-13	1	56*	-3
48	CCN(CC)CCNC(=S)Nc1ccc(Cl)cc1
  8	-1	0	-1	0.6	-2	4	-12	2
49	Cc1cc(=O)oc(C)c1C(=O)N1CCCCC1
  13	5	-6	-24	0.3	-5	2	-5	-1
50	CC(=O)c1ccc(OCc2cc(=O)n3ccsc3n2)cc1
  -2	0	0	-1	-0.2	4	2	7	-2
51	O=C(CCc1ccccc1)NNC(=O)c1ccc(NC(=O)c2ccccc2)cc1
  0	6	-1	5	-0.7	0	11	-11	2
52	O=P(COc1ccccc1)(c1ccccc1)c1ccccc1
  7	0	0	-10	-0.6	6	9	6	1
53	COc1cccc(NC(=O)CSc2nc3ccccc3c(=O)n2CCCC(=O)NCCCN2CCOCC2)c1
  7	1	-1	-7	1.2	2	1	-2	-2
54	COc1cc(CNC2CCCCCC2)cc(OC)c1O
  -16	2	-9	5	-2.1	-3	8	-6	-2
55	CCc1noc(C)c1C(=O)N1CCCC(CCC(=O)NCc2ccc(F)c(F)c2)C1 (centres undefined)
  -14	-4	5	-10	0.4	-5	2	8	-1
56	Cc1[nH]c2ccccc2c1C(=O)Cn1c(=O)oc2ccccc21
  -8	2	-7	5	-1.1	-3	3	4	0
57	Cc1ccc(S(=O)(=O)N(C)C)cc1NC(=O)c1cc(C(C)(C)C)nn1Cc1ccccc1
  6	5	-11	5	2.7	nt	5	-6	-5
58	Cc1ccc(S(=O)(=O)Nc2ccccc2C(=O)Nc2nc(-c3ccc(F)cc3)cs2)cc1
  8	19	-21	-10	0.8	14	16	16	-5
59	Oc1ccccc1C(=S)N1CCN(c2cccc(Cl)c2)CC1
  9	-1	3	-14	-0.1	-2	8	18	20
60	CC1(C)CC(=O)c2cn3nc(C(F)(F)F)nc3nc2C1
  -17	-4	0	-18	2.1	8	1	4	1

New compounds follow
Values run as follows: NPY-Y1 PAM-ag	Ba/F3 V617F tox	RBBP9 inhibitor	S1P4 antag	S1P4 ag	NPY-Y1 antag	BaF3 parental	NPY-Y2 PAM-ag	Runt-CBFb FRET
61	CCOc1cc(N2CCOCC2)c(OCC)cc1NC(=S)NCCCOC
  -16	2	-4	-6	0.9	-5	3	6	7
62	O=C(c1ccccc1)c1cccc(NC(=O)c2ccco2)c1
  -14	0	-8	-10	1.4	7	7	-15	-2
63	COc1nc(-c2ccccc2)cc(-c2ccccc2)n1
  -2	2	3	3	-0.3	-1	3	1	0
64	CCOc1ccc(N(CC(=O)Nc2cccc(N(C)S(C)(=O)=O)c2)S(=O)(=O)c2ccccc2)cc1
  14	3	-9	-16	-0.6	-1	4	3	-2
65	CCOC(=O)c1cccc2c(=O)c(C(=O)c3ccc(Cl)cc3)c(C(=O)OC)[nH]c12
  -19	2	-9	-6	-1.1	1	7	-11	-4
66	COc1cc(/C=C2\CCOC2=O)cc(OC)c1OC
  -23	2	2	-7	0.9	nt	-2	1	-1
67	COc1ccccc1-n1c(SCC(=O)NC2CCCCC2)nc2c(c1=O)SCC2
  16	-2	3	7	1.5	7	2	0	1
68	CCOC(=O)c1cnc(-n2nc(C)cc2C)nc1N1CCOCC1
  12	2	-9	-4	1.8	7	4	-6	1
69	CN(CC(=O)Nc1ccc(N2CCOCC2)cc1)C(=O)C1CCCC1
  12	-2	3	9	1.5	-5	7	-17	2
70	C=CCSc1nc(=O)n2ccccc2n1
  1	0	2	-15	-1.5	5	3	-9	-2
71	C=CCOC(=O)C1=C[C@H](c2ccccc2)[C@@H](CCCO)[C@H](OCC)O1
  -1	-3	-3	7	-2.7	2	-1	-12	-3
